Screens: PubChem BioAssay, several laboratories
GSK3beta inhib: human GSK3beta kinase inhibition. P49841. GST-GSK3beta kinase, ADP-Glo luminescence, 60 min; stronger effect = lower value. activity score (negative = inhibition), % at 10 µM. 300,000 compounds, 0.038% hits. AID 2097;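 active = more than half of replicate wells score below -50%, meaning over 50% inhibition versus plate controls; inconclusive = some replicates but at most half score below -50%; inactive = no replicate scores below -50%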;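 note: 0% = median DMSO wells and -100% = median GW8510 positive control wells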
Target sequence (P49841 whole entry, looked up): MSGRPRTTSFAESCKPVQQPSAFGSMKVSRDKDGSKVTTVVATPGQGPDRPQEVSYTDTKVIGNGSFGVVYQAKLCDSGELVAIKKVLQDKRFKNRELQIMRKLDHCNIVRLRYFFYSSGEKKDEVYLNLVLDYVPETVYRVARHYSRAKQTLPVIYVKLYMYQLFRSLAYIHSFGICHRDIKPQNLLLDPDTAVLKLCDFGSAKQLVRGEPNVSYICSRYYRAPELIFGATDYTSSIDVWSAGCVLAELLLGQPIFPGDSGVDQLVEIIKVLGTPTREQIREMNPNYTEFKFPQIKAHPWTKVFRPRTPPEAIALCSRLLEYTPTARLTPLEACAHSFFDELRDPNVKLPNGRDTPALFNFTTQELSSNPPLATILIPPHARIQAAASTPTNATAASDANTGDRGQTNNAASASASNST
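Test system: GST-fused GSK3beta enzyme, cell-free | Quantity: 1.6 ng GST-GSK3beta enzyme per well | Reagent: 25 µM ATP with peptide substrate | Schedule: 60 min enzyme reaction, room temperature | Signal: Luminescent ADP-Glo measurement of ADP formed | Read-out basis: Score relative to plate controls | Control set: DMSO and 20 µM GW8510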
aSyn UTR inh: 5' untranslated region of α-synuclein, MLPCN primary screen; AID 1813; 300,000 compounds, 0.82% hits; inhibition, % (tested at 7.5 µM); alpha-synuclein 5'UTR reporter, inhibitor activity; in the data active = inhibition above about 60%; inconclusive = no clear call, values can overlap the other calls;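 note: H4 neuroglioblastoma cells stably carrying SNCA 5'UTR luciferase fusion; 0% = DMSO wells and 100% = positive control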
Platelet DG rel: modulates dense granule release in human platelets; human platelet-rich plasma, SFLLRN dense granule ATP release, luminescence; inhibition, %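 (compounds screened at 7.5 µM in platelet-rich plasma)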; 300,000 compounds, 0.22% hits; AID 1663;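 active = mean replicate score, as percent of positive control, at or above 50; inconclusive = mean below 50 but at least one replicate at or above 50; inactive = mean and every replicate below 50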
KLF5 inh: kruppel-like factor 5 inhibition. 290,000 compounds, 0.23% hits. inhibition, % at 5 µM. DLD-1 KLF5 promoter-luciferase reporter, luminescence. AID 1700;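 active = inhibition above a per-plate limit of that plate's mean compound inhibition plus 3 SD, cut at about 60% in these data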;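 note: 0% = DMSO wells and 100% = LY294002 at 200 µM; higher means less KLF5 promoter-driven luciferase light; inactives centre near -14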
IEC-6 tox: kills IEC-6 intestinal cells in KLF5 counter-screen | inhibition, % at 5 µM | IEC-6 cytotoxicity, luminescence viability | 290,000 compounds, 0.78% hits | AID 1825; in the data active = inhibition above about 22%;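 note: 0% = plate median of test compound wells and 100% = cytotoxic reference compound wells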
Dyrk1A ADPGlo: inhibitors of rat Dyrk1A kinase. Q63470. ADP-Glo luminescence, NFATc1 peptide. inhibition, % at 12.5 µM. 310,000 compounds, 0.43% hits; in the data active = inhibition above about 50%;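 note: plate controls were vehicle with enzyme for no effect and no enzyme for full effect; many of its hits are not listed in these tables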
HSF1 inh: HSF1 inhibition; NIH3T3-HGL HSE-luciferase, MG132-induced, luminescence 8 h; stronger effect = lower value; activity change, negative = inhibition, % at 7.5 µM (by protocol); 300,000 compounds, 0.77% hits;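 active = more than half of replicate wells show activity change below -50%, luminescence cut by over half; inconclusive = some wells, but at most half, below -50%; inactive = no replicate well below -50%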;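 note: luciferase reports HSF-1 transcriptional activity via heat shock element; 0% = median of DMSO wells and -100% = zero luminescence signal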
HSF-1 act: increases HSF-1 driven luciferase reporter signal; NIH3T3-HGL HSF-1 luciferase reporter, MG132, 8 h; 100% = twice DMSO control signal; activation, % at 9 µM; 300,000 compounds, 1.7% hits;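 active = mean replicate activation of at least 50% with a set share of replicates each reaching 50%; inconclusive = only one of those two conditions met; inactive = mean below 50% and too few replicates reaching it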;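 note: 0% = median of the neutral control wells and 100% = twice that signal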
HSP90 inh: inhibitors of HSP90 luciferase refolding in rabbit reticulocyte lysate; luciferase refolding luminescence, 3 h; inhibition, % at 5.6 µM; 290,000 compounds, 0.91% hits; AID 1789;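 active = inhibition above the screen-wide mean plus 3 SD, computed separately per campaign, cut at about 16% in these data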;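 note: 0% = DMSO wells and 100% = 60 µM geldanamycin wells; inhibitors lower the luminescence because luciferase stays unfolded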
GSK3A inh: inhibitors of human GSK-3 alpha kinase; 320,000 compounds, 0.1% hits; ADP-Glo luminescence, 60 min; inhibition, % at 10 µM; P49840;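 in the data active = inhibition above about 50%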;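 note: GST-tagged GSK-3 alpha with peptide substrate and 25 µM ATP; 0% = DMSO neutral wells and 100% = GW8510 positive control wells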
Target sequence (P49840 whole entry, looked up): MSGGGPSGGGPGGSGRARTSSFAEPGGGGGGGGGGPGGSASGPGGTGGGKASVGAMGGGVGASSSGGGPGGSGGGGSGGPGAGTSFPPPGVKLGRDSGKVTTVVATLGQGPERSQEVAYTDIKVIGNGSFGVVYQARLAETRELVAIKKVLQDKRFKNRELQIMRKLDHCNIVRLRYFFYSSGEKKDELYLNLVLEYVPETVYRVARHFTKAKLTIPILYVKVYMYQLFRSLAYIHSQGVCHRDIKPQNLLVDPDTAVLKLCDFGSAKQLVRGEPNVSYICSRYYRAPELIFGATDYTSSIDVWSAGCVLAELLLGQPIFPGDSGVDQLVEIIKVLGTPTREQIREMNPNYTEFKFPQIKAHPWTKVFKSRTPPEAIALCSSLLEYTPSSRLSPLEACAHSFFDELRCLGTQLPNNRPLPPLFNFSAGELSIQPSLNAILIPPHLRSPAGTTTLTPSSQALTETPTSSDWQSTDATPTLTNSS
Starred values were filed as active, the others as inactive; ? = inconclusive; · = not tested or not shown. This is a subset. The share of hits here may be higher or lower than overall.

1) CN1C(C(=O)NCc2ccc(OC(F)(F)F)cc2)CC2Cn3c(nc4cc5ccccc5cc43)C21 (stereo not drawn)
2) O=S(=O)(NCc1ccccn1)C(F)(F)F
3) Cc1cccc(OCCSc2nc(N)cc(N)n2)c1
4) CN(C)C(=O)Oc1ccc[n+](C)c1
5) Cc1n[nH]c(=S)n(/N=C/c2ccccn2)c1=O
6) CC(=O)C1=C(C)NC(=O)NC1c1cccc([N+](=O)[O-])c1O (stereo not drawn)
7) COC(C[C@H](O)[C@H](C)[C@@H](O)COCc1ccccc1)OC
8) CCN(CC)C(=O)c1c2c(nc3ccccc13)-c1ccccc1CC2
Compound	1	2	3	4	5	6	7	8
GSK3beta inhib	0.0	-0.7	-3.2	0.3	1.7	-3.5	1.1	-0.4
aSyn UTR inh	4.6	3.5	-54.0	-16.6	7.7	-12.0	13.8	-9.9
Platelet DG rel	5.5	0.6	-2.5	-1.5	8.9	-10.1	4.0	6.7
KLF5 inh	·	-5.4	-41.0	6.9	-14.0	4.0	·	-20.5
IEC-6 tox	·	-2.4	3.3	3.2	-4.9	-4.7	·	5.5
Dyrk1A ADPGlo	5.5	-17.1	1.0	4.0	0.3	2.7	41.9	5.1
HSF1 inh	3.4	-2.4	0.4	-10.5	-5.8	-2.7	-1.2	1.3
HSF-1 act	10.2	4.0	15.8	-7.7	-15.5	3.4	20.6	4.0
HSP90 inh	·	-6.0	-0.1	1.8	-2.1	1.0	·	3.0
GSK3A inh	-0.3	0.8	0.1	-1.5	-1.6	1.3	·	-0.1

9) COc1ccc(C)cc1NC(=S)NC12CN3CN(CN(C3)C1)C2
10) COc1ccc(-c2nnn(Cc3nn[nH]n3)n2)cc1OC
11) C=CCN=C(NC#N)SC
12) Cc1ccnc2nc(C(=O)Nc3nc4ccccc4s3)nn12
13) O=C1NN=C(CSc2n[nH]c(=S)s2)CS1
14) S=c1[nH]nc(C2CCCCC2)n1/N=C/C(Cl)=C\c1ccccc1
15) C/C(=C/Cc1c(O)cc2oc(C)cc(=O)c2c1O)COC1OC(CO)C(O)C(O)C1O (stereo not drawn)
16) Cc1cc(C)c(C)c(S(=O)(=O)N[C@@H](C)C(=O)OCC(N)=O)c1C
Compound	9	10	11	12	13	14	15	16
GSK3beta inhib	1.5	-0.3	2.0	0.5	1.4	2.6	·	1.2
aSyn UTR inh	-2.3	2.0	-9.7	-4.0	-6.2	-74.5	·	0.3
Platelet DG rel	13.3	-6.7	15.2	23.0	-2.3	-30.2	·	0.1
KLF5 inh	-5.4	-33.0	6.3	-165.8	-7.7	-10.4	22.6	-22.8
IEC-6 tox	3.6	-7.6	0.3	2.3	-1.9	-0.5	-3.3	-5.4
Dyrk1A ADPGlo	·	-19.4	·	5.0	2.6	-1.6	4.7	-3.2
HSF1 inh	-7.2	-7.7	8.1	7.1	-5.1	38.0	·	0.0
HSF-1 act	21.9	-3.4	4.6	14.2	-7.4	?	·	3.9
HSP90 inh	-5.7	0.0	4.9	7.1	-8.3	-0.3	-3.0	0.8
GSK3A inh	-3.9	1.4	-6.7	5.0	1.4	1.6	-1.5	-1.5

Results in Platelet DG rel, HSP90 inh and KLF5 inh (three entries from above):
entry | smiles | Platelet DG rel | HSP90 inh | KLF5 inh
11 | C=CCN=C(NC#N)SC | 15.2 | 4.9 | 6.3
10 | COc1ccc(-c2nnn(Cc3nn[nH]n3)n2)cc1OC | -6.7 | 0.0 | -33.0
9 | COc1ccc(C)cc1NC(=S)NC12CN3CN(CN(C3)C1)C2 | 13.3 | -5.7 | -5.4

The listing continues:
17) O=C(CSc1nc(O)cc(=O)[nH]1)C1CC1
18) CCN(CC)S(=O)(=O)c1ccc(OC)c(NC(=O)Cn2cnc3c2c(=O)n(C)c(=O)n3C)c1
19) Cc1cc(Br)ccc1OCC(=O)NNC(=O)C(=O)Nc1ccccc1
20) COc1ccccc1NC(=O)[C@H](COCc1ccccc1)NC(=O)OC(C)(C)C
21) CCOc1ccc(NC(=O)CN(C)C(=O)C2CC(=O)N(CCc3ccccc3)C2)cc1OCC (stereo not drawn)
22) CCNC(=S)NNC(=O)C1CCN(Cc2ccccc2)CC1
23) O=C(NCCN1CCOCC1)c1cccs1
24) CC1CCCCN1S(=O)(=O)c1ccc(NC(=O)CSc2nnnn2C)cc1 (stereo not drawn)
Compound	17	18	19	20	21	22	23	24
GSK3beta inhib	-0.8	8.6	-1.4	-4.3	3.6	-1.8	-0.2	-0.6
aSyn UTR inh	-11.7	19.1	-13.5	10.0	8.8	-7.6	-3.0	18.5
Platelet DG rel	0.2	0.4	1.7	-2.4	-5.7	10.3	-0.4	-1.2
KLF5 inh	-30.8	-8.4	-23.2	16.5	·	1.8	-21.1	-1.4
IEC-6 tox	-2.9	-1.5	-1.9	6.4	·	2.7	0.2	5.8
Dyrk1A ADPGlo	-3.6	-2.8	·	3.6	0.7	·	-4.8	0.7
HSF1 inh	-8.9	-4.1	-2.8	-65.5*	1.2	-7.5	5.6	-6.3
HSF-1 act	-0.9	2.4	0.7	-71.1	-2.3	-10.5	-2.9	6.4
HSP90 inh	0.3	-7.9	-2.2	4.0	·	-2.8	2.5	-2.5
GSK3A inh	-0.6	-0.3	-4.2	-1.2	-0.7	-1.6	4.2	-0.9

Overlap with the part before: two compounds, then new ones.
23) O=C(NCCN1CCOCC1)c1cccs1
24) CC1CCCCN1S(=O)(=O)c1ccc(NC(=O)CSc2nnnn2C)cc1 (stereo not drawn)
25) Cc1onc(-c2ccccc2Cl)c1C(=O)NC1CCCCCC1
26) Cc1cc(=O)oc(C)c1C(=O)NCCN1CCOCC1
27) Cc1nnc(SCC(=O)NCc2ccccc2)[nH]c1=O
28) CCCCNC(=O)CC1S/C(=N/N=C/c2ccc(OC)cc2)NC1=O (stereo not drawn)
29) COc1cccc(N(CC(=O)O)S(=O)(=O)c2ccccc2)c1
30) O=C(CS(=O)CC(=O)N(CC(=O)NC1CCCC1)c1ccccc1F)Nc1ccc(F)cc1 (stereo not drawn)
31) Cc1ccc(-c2cc(C(=O)N3CCCC3)c3ccccc3n2)s1
32) CCN1CCN(C(=O)c2cc(-c3ccc(Cl)s3)nc3ccccc23)CC1
Compound	23	24	25	26	27	28	29	30	31	32
GSK3beta inhib	-0.2	-0.6	3.1	-0.1	4.6	0.5	0.6	1.2	2.5	2.4
aSyn UTR inh	-3.0	18.5	-28.2	-20.8	23.0	1.0	13.2	12.2	7.0	-40.2
Platelet DG rel	-0.4	-1.2	-6.9	4.6	5.9	-3.6	-3.0	-4.3	-3.1	-6.0
KLF5 inh	-21.1	-1.4	0.7	-9.7	-24.8	-1.9	-7.5	4.0	-47.8	-30.2
IEC-6 tox	0.2	5.8	2.9	2.5	-3.6	-5.5	1.7	-5.2	4.8	0.0
Dyrk1A ADPGlo	-4.8	0.7	-5.8	·	-3.9	·	-5.0	1.4	1.8	8.0
HSF1 inh	5.6	-6.3	-0.7	-7.0	-1.4	-4.2	-2.6	-3.1	17.1	-9.1
HSF-1 act	-2.9	6.4	-7.4	3.9	8.3	-0.7	-18.0	-7.6	45.6	-24.3
HSP90 inh	2.5	-2.5	-0.5	-0.2	-2.8	-3.8	2.8	1.2	2.6	2.2
GSK3A inh	4.2	-0.9	-1.7	-0.7	-1.0	-0.9	0.7	0.9	2.0	·

33) O=C(c1ccc(NC2=NC3CS(=O)(=O)CC3S2)cc1)N1CCN(c2ccc(F)cc2)CC1 (stereo not drawn)
34) COCC(COCCCNC(=O)Nc1ccc(Br)cc1)OC (stereo not drawn)
35) O=C(COC(=O)CCc1ccc(S(=O)(=O)N2CCOCC2)cc1)Nc1ncc(C(F)(F)F)cc1Cl
36) O=C(O)Cc1coc2cc3c(cc12)CCC3
37) O=[N+]([O-])c1ccccc1Oc1ccccc1Cl
38) O=C(O)CN1C(=O)SC(Nc2ccc(C(=O)O)cc2)C1=O (stereo not drawn)
39) Cc1nn(-c2ccc(N3CCCCC3)nn2)c(C)c1CCC(=O)Nc1ccccc1F
40) O=C(Nc1ccc2c(c1)CCCN2C(=O)c1cccs1)c1c(F)cccc1F
Compound	33	34	35	36	37	38	39	40
GSK3beta inhib	0.1	-0.9	5.6	1.8	-1.2	0.0	-0.2	-1.2
aSyn UTR inh	-6.4	-16.8	-16.6	11.5	-11.8	-8.6	14.2	43.9
Platelet DG rel	2.6	-2.6	-3.7	6.7	-1.5	0.9	4.0	-0.1
KLF5 inh	-21.5	-17.2	-6.2	-21.8	-29.7	-31.8	-99.3	-3.1
IEC-6 tox	-0.5	13.6	-1.3	9.2	1.2	0.1	-2.1	1.8
Dyrk1A ADPGlo	0.4	-7.2	4.8	·	-1.6	5.8	1.1	-0.1
HSF1 inh	2.0	1.7	2.3	-7.0	-9.5	-5.6	-6.7	-16.3
HSF-1 act	-4.0	-10.6	-3.9	-5.1	10.9	-2.3	4.4	-35.6
HSP90 inh	-0.1	0.9	-2.6	5.0	-3.5	3.9	-1.3	-0.2
GSK3A inh	-1.9	-1.7	-1.5	-5.1	-2.5	·	-0.7	-1.1

41) CCn1c(SCc2cccc(C)c2)nnc1-c1ccc(C)cc1
42) COc1ccc(CCNC(=O)c2ccc(OCC(=O)N3CCOCC3)c(OC)c2)cc1OC
43) COc1cc(NC(=O)c2ccc(F)cc2)c(OC)cc1NC(=O)CN1CCCCC1
44) CCC(=O)Nc1ccccc1C(=O)NC1CCCCC1
45) Cc1nccn1CCCNCc1c(C(=O)N2CCCCCCC2)nc2ccc(Cl)cn12
46) CCOc1cc(/C=C/C(=O)c2ccc(C)cc2)ccc1OCC(=O)N(C)C
47) COCCn1nnnc1CN(Cc1ccco1)Cc1cc2cc3c(cc2[nH]c1=O)OCO3
Compound	41	42	43	44	45	46	47
GSK3beta inhib	7.6	-1.5	0.9	·	2.3	-13.8	-2.3
aSyn UTR inh	-16.6	8.8	-47.5	-36.9	9.4	-43.9	2.6
Platelet DG rel	9.1	2.1	7.1	2.7	1.1	6.8	-5.0
KLF5 inh	-26.7	-26.8	-13.3	-72.1	-28.7	-45.9	-20.7
IEC-6 tox	0.5	-1.3	-4.3	-1.7	-3.1	5.2	-1.5
Dyrk1A ADPGlo	2.0	10.3	-5.6	4.7	-0.5	0.9	2.7
HSF1 inh	3.0	-0.7	20.0	-4.9	3.8	·	0.6
HSF-1 act	-2.2	22.9	37.5	-13.9	5.0	·	0.8
HSP90 inh	-0.2	2.6	-3.2	-4.3	-0.8	-8.3	-0.1
GSK3A inh	-2.5	5.9	-2.2	0.2	2.6	-0.4	-2.6
